# Source: PubChem (National Center for Advancing Translational Sciences (NCATS))
# CCT chaperon mod: cytosolic chaperonin activity modulation; purified chaperonin ATPase assay, HTRF ADP detection, 30 min; activity change, % (test concentration not listed), hits read low; 0.3% of 360,000 active; AID 651819; in the data active means activity change below about -30%; further: on the % scale 0 is the no-effect control and ±100 the full control effect
#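 Nucleotide hydrolysis assay: TRiC at 20–40 nM final (set by batch activity) with 10 uM ATP, 30 min at 37 °C, in presence of 76 uM compound. Detection by competitive ADP HTRF, 30 min ambient.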
# IL2 activator: IL-2 activation | activation, % (series mostly up to about 46 µM) | IL-2 activation reporter assay, cell-based qHTS; stimulated with anti-CD3/CD4/CD28 beads; in transgenic mouse T cells | 0.065% of 360,000 active; in the data active means activation above about 50%; inconclusive means mostly about 30% to 49%; further: 0% is about no effect
#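 Unstimulated transgenic mouse T cells; 60-min compound exposure; bead-based TCR/CD4/CD28 stimulation; 18 h culture, 37 degrees C; dual fluorescence (EGFP, DsRed) plate cytometry.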
# EPAC1 ag: agonists of human EPAC1; O95398; EPAC1 agonist qHTS, biochemical assay; response scale: 100% = response to 6.5 mM cAMP; Potency, µM (top dose mostly 154 µM), for the others: at the highest dose activation, most hits filed as activators; 0.073% of 360,000 active; AID 720707; further: potency means the concentration at half of the fitted maximal effect; nearly all actives have a fitted effect of over 60% in size
#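 Multi-concentration qHTS readout: loss of Rap1B-bound BODIPY-GDP fluorescence driven by 100 nM EPAC1 with excess GDP (50 uM), monitored kinetically at room temperature; agonist response expressed relative to 6.5 mM cAMP.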
# EPAC1 antag: EPAC1 (human) antagonism | Potency, µM (highest dose often 115 µM), for the others: top-dose activity change, negative = inhibition, most hits filed as inhibitors | 0.14% of 360,000 active | O95398 | EPAC1 GEF assay, Rap1b-BODIPY-GDP exchange fluorescence | AID 720709;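 further: potency means the concentration at half of the fitted maximal effect; plate controls were vehicle for no effect and positive control for full effect; nearly all actives have a fitted effect of over 50% in size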
# PI5P4K alpha inh: PI5P4K alpha (human) kinase inhibition; PI5P4Kalpha enzyme, ADP-Glo luminescence, 60 min; stronger effect = lower value; 1.2% of 330,000 active; max response, %; AID 652105; P48426; active means max response of -50% or lower; inconclusive means between -30% and -50%; inactive means -30% or higher; further: value at the top dose of about 77 µM; on the % scale 0 is the no-effect control and ±100 the full control effect
#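 ADP-Glo luminescence end-point after a 60 min room-temperature kinase reaction. PI5P4Kalpha and substrate in HEPES pH 7.4 buffer with EGTA, 0.1% CHAPS and 5% DMSO; ATP at 5 microM final.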
# WRN inhibitor: blocks human WRN helicase; Q14191; WRN helicase unwinding, fluorescent forked duplex, kinetic; Potency, µM (series often up to 114 µM), for inactives: at the top dose activity change, negative = inhibition, usual class: inhibitors; 0.46% of 360,000 active; AID 651768; further: potency means the concentration at half of the fitted maximal effect; on the % scale 0 is the no-effect control and ±100 the full control effect; nearly all actives have a fitted effect of over 55% in size
#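 Kinetic red-fluorescence monitoring (525/598 nm) tracks WRN helicase activity after 100 nM fluorophore-quencher forked duplex and 2 mM ATP are added to 20 nM enzyme pretreated 15 min at room temperature with compound.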
# EPAC2 agonist: activates human EPAC2 exchange factor; EPAC2 activation, biochemical qHTS; response scale: 100% = 6.5 mM cAMP response; Potency, µM (series often up to 154 µM), for inactives: at the highest dose activation, hits mostly activators; 0.079% of 360,000 active; further: potency means the concentration at half of the fitted maximal effect; nearly all actives have a fitted effect of over 50% in size
# Target sequence (Q8WZA2 whole entry, looked up): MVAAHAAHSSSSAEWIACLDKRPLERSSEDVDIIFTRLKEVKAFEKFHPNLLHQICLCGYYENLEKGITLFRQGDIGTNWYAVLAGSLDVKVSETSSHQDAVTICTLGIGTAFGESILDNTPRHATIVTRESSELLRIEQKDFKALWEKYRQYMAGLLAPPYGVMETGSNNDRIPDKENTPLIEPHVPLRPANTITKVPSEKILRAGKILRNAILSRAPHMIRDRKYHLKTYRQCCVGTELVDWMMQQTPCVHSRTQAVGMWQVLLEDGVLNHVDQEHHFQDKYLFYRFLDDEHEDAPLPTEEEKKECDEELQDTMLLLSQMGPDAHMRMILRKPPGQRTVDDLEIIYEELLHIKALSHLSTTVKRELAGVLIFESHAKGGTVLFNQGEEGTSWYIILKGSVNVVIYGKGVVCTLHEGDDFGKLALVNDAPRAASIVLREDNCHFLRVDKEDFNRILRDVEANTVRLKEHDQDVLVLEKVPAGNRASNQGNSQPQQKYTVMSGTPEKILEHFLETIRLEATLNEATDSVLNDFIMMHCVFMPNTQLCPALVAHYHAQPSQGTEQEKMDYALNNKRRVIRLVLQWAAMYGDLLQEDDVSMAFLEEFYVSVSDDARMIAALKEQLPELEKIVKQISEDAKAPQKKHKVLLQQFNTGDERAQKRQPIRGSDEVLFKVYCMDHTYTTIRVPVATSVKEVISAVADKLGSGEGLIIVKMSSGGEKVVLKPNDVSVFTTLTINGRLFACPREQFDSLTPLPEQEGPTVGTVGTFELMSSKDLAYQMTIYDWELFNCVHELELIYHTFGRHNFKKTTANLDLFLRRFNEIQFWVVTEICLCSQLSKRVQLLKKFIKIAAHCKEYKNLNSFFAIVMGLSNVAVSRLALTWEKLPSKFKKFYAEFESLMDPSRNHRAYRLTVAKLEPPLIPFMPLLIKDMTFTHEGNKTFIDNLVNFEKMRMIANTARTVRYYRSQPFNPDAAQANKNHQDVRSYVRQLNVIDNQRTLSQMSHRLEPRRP
#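 Guanine nucleotide exchange by EPAC2 is measured as reduced fluorescence of BODIPY-GDP once it is released from 250 nM Rap1B. Plates are read kinetically for 30 min at room temperature; results are scaled to 6.5 mM cAMP.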
# PLK1 PBD block: blocks phosphopeptide binding to human PLK1 polo-box domain. P53350. Plk1 PBD binding of FITC phosphopeptide, fluorescence polarization. Potency, µM, for inactives: max response, negative = inhibition, most hits filed as inhibitors. 2.8% of 360,000 active; further: potency means the concentration at half of the fitted maximal effect; series mostly up to about 57 µM; on the % scale 0 is the no-effect control and ±100 the full control effect; nearly all actives have a fitted effect of over 65% in size
# * = called active by the depositor; ? = inconclusive; nt = not tested or not shown; [ ] = dose if it differs, or a comment. Unless noted, the call rests on the fitted dose curve; in most records, active means well fitted curve in the direction sought with a large enough effect; inconclusive means small, poorly fitted or top-dose-only effect, or another doubt; inactive means no such curve, though single readings can be large; an effect the other way counts as inactive or inconclusive. An excerpt (hit frequency here may not be typical).
SMILES,CCT chaperon mod,IL2 activator,EPAC1 ag,EPAC1 antag,PI5P4K alpha inh,WRN inhibitor,EPAC2 agonist,PLK1 PBD block
O=C(NCC1CCCO1)c1ccc2c(c1)N(Cc1ccccc1)C(=O)CS2 (stereo not given),0.7,-0.8,6%,-23%,-5,-10%,10%,30µM*
Cc1cc(O)c(Sc2ccc(Cl)cc2)c(=O)[nH]1,1.1,-0.2,8%,7%,0,2%,9%,?
O=c1[nH]c2ccccc2nc1NCCN1CCOCC1,0.7,-0.4,5%,-16%,0,-4%,8%,2%
Fc1ccc2nc3c(nc2c1)CCCC3,-1.3,-3.4,14%,18%,2,6%,3%,0%
COc1ccc(C(F)(F)F)cc1N/C=C/c1nnnn1-c1ccc(C)cc1,0.7,-0.2,16%,-8%,7,-5%,13%,-13%
CCCN(CC(=O)Nc1ccc(C(N)=O)cc1)CC(=O)Nc1cc(Cl)ccc1Cl,1.5,1.6,0%,-11%,0,1%,5%,-9%
COc1ccc(NC(=O)CSC2=NN3CCCC(=O)N=C3S2)c(OC)c1,3.8,-2.3,7%,?,9,-1%,7%,-17%
COC(=O)c1ccc(-n2nnnc2SCC(=O)N2CCCCC2)cc1,-0.3,-1.3,6%,-12%,1,5%,6%,-8%
O=C(Cc1ccccc1[N+](=O)[O-])NCCCN1CCOCC1,-0.3,-1.7,-1%,-10%,-6,10%,4%,-8%
COc1ccccc1CNc1ncnc2cc(OC)c(OC)cc12,0.0,0.5,7%,-18%,2,-1%,-2%,-9%
CC(C(=O)OCC(=O)Nc1ncc(Cl)cc1Cl)N1C(=O)c2ccccc2C1=O (stereo not given),1.3,-0.1,6%,-24%,2,0%,4%,-8%
CCOCCCNC(=O)c1ccc(CS(=O)(=O)c2cccc(C(F)(F)F)c2)o1,0.1,-3.1,-9%,-6%,7,-2%,-8%,-1%
COc1ccc(CCN(C(=O)C(F)(F)F)C(C(=O)NC2CCCCC2)c2cccs2)cc1 (stereo not given),-2.8,0.8,-1%,-13%,10,1%,4%,-1%
CSc1cccc(CN2CCC(CO)(Cc3ccccc3)CC2)c1,-2.9,0.3,-7%,-5%,-2,2%[57.1 µM],-11%,?
CCOC(=O)CSC1=Nc2ccccc2C2=NC(CC(=O)NCc3cccs3)C(=O)N12 (stereo not given),-3.3,-0.9,-4%,12%,0,6%,-4%,-3%
Cc1nc(N)[nH]c(=O)c1CCC(=O)OCC(C)C,-1.5,-0.3,-2%,-2%,nt,9%,-2%,-2%
CCC(C)(C)NC(=O)C(c1cccn1C)N(Cc1ccc(C)cc1)C(=O)Cn1nnc2ccccc21 (stereo not given),-0.1,-0.3,0%,2%,2,0%,2%,0%
O=C(CN1C(=O)NC2(CCCCCCC2)C1=O)NCc1ccc(F)cc1,-4.2,0.8,9%,8%,2,-4%,2%,-3%
CN1C(=O)C(C)(C)c2cc(S(=O)(=O)NCc3ccc(C(=O)NCc4ccco4)cc3)ccc21,0.1,-1.8,2%,-2%,-11,-8%,15%,3%
Cc1ccc(C2CC(=O)c3cnc(N4CCN(c5ccccc5)CC4)nc3C2)cc1 (stereo not given),0.6,0.4,-8%,8%,4,9%,-2%,1%
CCCCOc1ccc(CN2CCSCC2)cc1,-2.4,0.0,-1%,4%,0,3%,6%,-8%
CCN1CCN(c2ncnc3c2cnn3-c2ccc(Cl)cc2)CC1,-2.6,-1.3,-17%,-12%,1,-7%,6%,-6%
CC(C)(C)NC(=S)NNC(=O)c1cccc(Br)c1,-1.1,-1.0,-4%,-8%,3,-1%,-1%,-4%
Oc1ccc(/C=N/NC(=S)NCc2ccco2)cc1,-2.3,-0.1,2%,3%,-13,-6%,3%,-2%
Cc1ccc(S(=O)(=O)c2nc(Nc3ccccc3)sc2Cl)cc1,-0.1,-2.2,3%,-6%,-4,-9%,20%,30µM*
COc1cc(C(=O)N2C(=O)c3cccc(N)c3C2=O)cc(OC)c1OC,1.2,0.9,6%,4%,-2,-15%,4%,0%
O=c1[nH]cnc2c1ncn2[C@@H]1C[C@@H](O)[C@H](CO)O1,0.2,-0.4,14%,1%,-1,-8%[57.1 µM],5%,-5%
CCOC(=O)C1CCN(S(=O)(=O)c2ccc3c(c2)N(C(C)=O)CCO3)CC1,1.1,-2.7,14%,8%,-1,3%,6%,-5%
CCOc1ccc(S(=O)(=O)Nc2ccccc2C(=O)N(C)C2CCN(C)CC2)cc1,1.4,0.6,-3%,20%,4,-7%,6%,1%
O=C(CCCn1c(=O)c2sccc2n(CC(=O)NCC2CCCO2)c1=O)NCc1ccco1 (stereo not given),-0.9,-0.2,6%,18%,6,19%,12%,-18%
CCN(CC)S(=O)(=O)c1ccc(Cl)c(NC(=O)COc2ccc(OC)cc2[N+](=O)[O-])c1,0.8,2.5,5%,-15%,2,4%,1%,2%
CCCn1c(C)cc(C(=O)CN2C(=O)c3ccccc3C2=O)c1C,-1.3,-1.3,5%,-18%,-1,0%,1%,-9%
CCNC(=S)N(CCc1ccc(OC)c(OC)c1)Cc1cc2cc(OC)ccc2[nH]c1=O,0.5,0.5,1%,-16%,3,8%,9%,-4%
C=CCNC(=O)c1ccccc1NC(=O)c1ccccc1SC,-0.2,-0.7,-4%,-15%,4,-7%,1%,-16%
Cc1cccc(NS(=O)(=O)c2nnc(NC(=O)c3ccc(C)c(C)c3)s2)c1,-2.3,-1.8,-10%,-6%,2,-8%,-3%,-6%
COc1ccc(CCN2C(=O)NC(NC(C)=O)(C(F)(F)F)C2=O)cc1OC (stereo not given),-0.6,-2.9,-7%,-9%,-2,-15%[57.1 µM],8%,-1%
COc1ccc(C(=O)NC(C)c2nccs2)cc1OC1CCN(C(C)C)CC1 (stereo not given),0.2,3.6,8%,-2%,0,10%,-3%,-8%
CCN1CCN(CCCNC(=O)C2c3ccccc3C(=O)N(c3ccc(OC)cc3)C2c2ccc(OC)cc2)CC1 (stereo not given),0.6,-0.2,8%,-3%,-1,0%,-5%,-2%
Cc1ccc(NC(=O)COc2ncnc3sccc23)cc1S(=O)(=O)N(C)C,-0.7,-0.1,-5%,-20%,-18,8%,12%,-13%
CCC(NC(=O)OC(C)(C)C)C(=O)Oc1ccc2c3c(c(=O)oc2c1)CCC3 (stereo not given),0.3,-1.2,-3%,-4%,-1,-7%,-10%,-23%

# 11 entries from above, bar-delimited:
smiles | CCT chaperon mod | IL2 activator | EPAC1 ag | EPAC1 antag | PI5P4K alpha inh | WRN inhibitor | EPAC2 agonist | PLK1 PBD block
CCCCOc1ccc(CN2CCSCC2)cc1 | -2.4 | 0.0 | -1% | 4% | 0 | 3% | 6% | -8%
CCN1CCN(c2ncnc3c2cnn3-c2ccc(Cl)cc2)CC1 | -2.6 | -1.3 | -17% | -12% | 1 | -7% | 6% | -6%
CC(C)(C)NC(=S)NNC(=O)c1cccc(Br)c1 | -1.1 | -1.0 | -4% | -8% | 3 | -1% | -1% | -4%
Oc1ccc(/C=N/NC(=S)NCc2ccco2)cc1 | -2.3 | -0.1 | 2% | 3% | -13 | -6% | 3% | -2%
Cc1ccc(S(=O)(=O)c2nc(Nc3ccccc3)sc2Cl)cc1 | -0.1 | -2.2 | 3% | -6% | -4 | -9% | 20% | 30µM*
COc1cc(C(=O)N2C(=O)c3cccc(N)c3C2=O)cc(OC)c1OC | 1.2 | 0.9 | 6% | 4% | -2 | -15% | 4% | 0%
O=c1[nH]cnc2c1ncn2[C@@H]1C[C@@H](O)[C@H](CO)O1 | 0.2 | -0.4 | 14% | 1% | -1 | -8%[57.1 µM] | 5% | -5%
CCOC(=O)C1CCN(S(=O)(=O)c2ccc3c(c2)N(C(C)=O)CCO3)CC1 | 1.1 | -2.7 | 14% | 8% | -1 | 3% | 6% | -5%
CCOc1ccc(S(=O)(=O)Nc2ccccc2C(=O)N(C)C2CCN(C)CC2)cc1 | 1.4 | 0.6 | -3% | 20% | 4 | -7% | 6% | 1%
O=C(CCCn1c(=O)c2sccc2n(CC(=O)NCC2CCCO2)c1=O)NCc1ccco1 (stereo not given) | -0.9 | -0.2 | 6% | 18% | 6 | 19% | 12% | -18%
CCN(CC)S(=O)(=O)c1ccc(Cl)c(NC(=O)COc2ccc(OC)cc2[N+](=O)[O-])c1 | 0.8 | 2.5 | 5% | -15% | 2 | 4% | 1% | 2%

# Next results follow.
SMILES,CCT chaperon mod,IL2 activator,EPAC1 ag,EPAC1 antag,PI5P4K alpha inh,WRN inhibitor,EPAC2 agonist,PLK1 PBD block
COc1cccc(/C=N/n2nnnc2N)c1O,1.2,-2.3,-3%,-5%,2,-15%,-2%,-9%
COC(=O)c1ccc(CSc2nc3cc(Cl)ccc3o2)cc1,0.8,-0.5,6%,3%,nt,-22%,-24%,8%
COc1ccc(CC(=O)NCC2COc3ccccc3O2)cc1 (stereo not given),-0.8,-3.1,6%,-1%,0,-1%,6%,-4%
COc1ccc(CCN2C(=O)c3ccccc3C2(O)c2ncc[nH]2)cc1OC (stereo not given),2.4,0.3,2%,10%,-5,10%,2%,?
COc1ccc(NC(=O)Nc2cccc(OC)c2)cc1,-1.3,0.2,6%,?,nt,-13%,12%,-6%
COc1ccc(/C=C2\SC(=S)N(CCCC(=O)N3CCOCC3)C2=O)cc1,-1.2,-1.4,1%,-25%,12,-31%,8%,-10%
Cc1ccc(C(=O)NCCCNCCCNC(=O)c2ccc(C)nc2)cn1,-1.3,0.5,-2%,-3%,0,0%,-4%,-4%
CCCOC(=O)CCCC[C@H]1SC[C@@H](NC(=O)OC)[C@H]1NC(=O)OC,-2.1,-1.2,-8%,-6%,5,-2%,8%,-8%
COc1ccc(NC(=O)NC23CC4(C)CC(C)(CC(C)(C4)C2)C3)cc1,1.4,0.3,-25%,-1%,-3,-4%,-11%,-3%
CC(C)(C)OC(=O)C[C@H]1C/C=C\C[C@@H](CC(=O)NCCO)C(=O)NC[C@@H](c2ccccc2)OC1=O,-2.1,-0.1,-23%,7%,0,0%,-1%,-3%
CCN(CC)c1c2c(c(C#N)c3nc4ccccc4n13)CCC2,-1.6,-1.5,4%,-7%,nt,-12%,10%,-2%
CCOC(=O)c1ccc(N2CCN(c3ccccc3F)CC2)c(NC(=O)Nc2ccccc2)c1,-0.5,-5.3,-7%,6%,4,-9%,-6%,0%
Cc1nnc(N2C(=O)C(O)=C(C(=O)c3ccco3)C2c2ccc(C(C)C)cc2)s1 (stereo not given),-1.9,0.7,-4%,-13%,-1,-22%[57.1 µM],-21%,-20%
CCOC(=O)[C@]12CCC=C1N(Cc1ccc(Cl)cc1Cl)C(=O)[C@H](CC(=O)NCCCN1CCCC1=O)C2,-3.4,1.1,-12%,?,-2,-3%,5%,-21%
c1ccc(CCNc2ccnc3cc4ccccc4cc23)cc1,-0.6,-1.0,13%,3%,4,-19%,-6%,-9%
